FEN1 inh – qHTS Assay for the Inhibitors of Human Flap endonuclease 1 (FEN1); P39748; Potency, µM (highest dose often 114 µM), for inactives: at the top dose activity change, negative = inhibition, actives largely listed as inhibitors; AID 588795, 2011; 390,000 compounds, 0.35% hits; Recombinant FEN1 flap cleavage, fluorescence, 15 min; further: nearly all actives have a fitted effect of over 65% in size
Target sequence (P39748 whole entry, looked up): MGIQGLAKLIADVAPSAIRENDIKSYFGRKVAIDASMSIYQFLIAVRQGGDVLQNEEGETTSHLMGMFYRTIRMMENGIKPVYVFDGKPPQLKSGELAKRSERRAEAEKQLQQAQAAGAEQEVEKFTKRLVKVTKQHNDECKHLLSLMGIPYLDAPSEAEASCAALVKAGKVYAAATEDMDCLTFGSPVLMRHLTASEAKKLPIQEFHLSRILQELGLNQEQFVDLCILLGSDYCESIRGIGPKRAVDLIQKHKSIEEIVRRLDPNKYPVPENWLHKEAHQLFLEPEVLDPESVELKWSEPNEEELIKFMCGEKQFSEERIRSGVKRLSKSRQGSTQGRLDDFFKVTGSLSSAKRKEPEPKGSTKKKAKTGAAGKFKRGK
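Recombinant FEN1 (10 nM) was preincubated with pin-transferred compounds for 15 min at room temperature, then flap DNA substrate (50 nM final) was added. Plates were read at 0 and 15 min, and normalized concentration–response data were fitted to a four-parameter Hill equation.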
N370S GC – qHTS Assay for Inhibitors and Activators of N370S glucocerebrosidase as a Potential Chaperone Treatment of Gaucher Disease; Lysosomal acid glucosylceramidase (Homo sapiens), P04062; N370S GC spleen homogenate, 4MU-glucoside fluorescence; Potency, µM (series often up to 59.4 µM), for inactives: at the highest dose activity change, negative = inhibition, usual class: inhibitors; 330,000 compounds, 0.092% hits;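 further: 0% = full enzyme activity and -100% = no enzyme basal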
TDP1 block – qHTS Assay for Inhibitors of Tyrosyl-DNA Phosphodiesterase (TDP1); Tyrosyl-DNA phosphodiesterase 1 (Homo sapiens), Q9NUW8; recombinant TDP1, AlphaScreen DNA substrate cleavage; Potency, µM (top dose mostly 130 µM), for inactives: top-dose activity change, negative = inhibition, hits mostly inhibitors; 350,000 compounds, 0.28% hits; further: nearly all actives have a fitted effect of over 40% in size
Target sequence (Q9NUW8 whole entry, looked up): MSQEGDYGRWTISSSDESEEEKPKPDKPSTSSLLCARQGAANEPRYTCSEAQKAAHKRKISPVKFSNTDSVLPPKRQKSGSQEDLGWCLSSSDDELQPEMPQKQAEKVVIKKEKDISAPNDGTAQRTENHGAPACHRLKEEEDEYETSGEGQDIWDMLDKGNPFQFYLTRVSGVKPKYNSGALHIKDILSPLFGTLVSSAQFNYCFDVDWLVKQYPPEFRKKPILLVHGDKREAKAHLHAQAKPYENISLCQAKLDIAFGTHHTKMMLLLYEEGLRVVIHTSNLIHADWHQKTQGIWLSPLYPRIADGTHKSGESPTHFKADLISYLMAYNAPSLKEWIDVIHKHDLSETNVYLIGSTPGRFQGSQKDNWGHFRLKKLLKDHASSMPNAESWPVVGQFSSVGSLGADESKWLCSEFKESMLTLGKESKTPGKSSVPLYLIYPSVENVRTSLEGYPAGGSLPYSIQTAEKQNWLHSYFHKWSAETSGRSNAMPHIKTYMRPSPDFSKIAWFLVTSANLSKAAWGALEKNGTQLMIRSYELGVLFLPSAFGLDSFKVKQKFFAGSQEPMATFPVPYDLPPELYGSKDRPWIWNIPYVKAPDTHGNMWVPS
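Compounds were preincubated with Tdp1 (1 nM final) for 15 min at room temperature before substrate (15 nM final) started a 5 min reaction; beads (10 ug/ml final) were then added for 10 min before AlphaScreen detection.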
* = called active by the depositor; [ ] = another dose, or the depositor's remark. The call rests on the fitted dose curve; in most records, active means well fitted curve in the direction sought with a large enough effect; inconclusive means small, poorly fitted or top-dose-only effect, or another doubt; inactive means no such curve, though single readings can be large; an effect the other way counts as inactive or inconclusive. Unless noted, on the % scale 0 is the no-effect control and ±100 the full control effect; potency means the concentration at half of the fitted maximal effect. Rows were taken by chance (roughly 0.53% active in at least one column).

For O=C(c1ccc(S(=O)(=O)Nc2cccc(C(F)(F)F)c2)cc1)N1CCN(c2ccccc2O)CC1 the results were FEN1 inh -16.3%, N370S GC -25.1% and TDP1 block 4.4%.
O=C(OCCN1C(=O)c2ccccc2C1=O)c1cccs1 was read as FEN1 inh -15.1%, N370S GC -13.9% and TDP1 block -2.0%.
For CCCn1c(SCN2C(=O)c3ccccc3C2=O)nc2cc(Cl)ccc2c1=O the results were FEN1 inh 1.2%, N370S GC 4.2% and TDP1 block 2.7%.
Screening CCCCc1ccc(NC(=O)N[C@H](C(=O)O)C(C)CC)cc1 (stereo partly drawn) returned FEN1 inh -0.9%, N370S GC -4.2% and TDP1 block 3.4%.
For COc1ccc(OC)c(NC(=O)COC(=O)c2ccc(OC)c(S(=O)(=O)N3CCOCC3)c2)c1 the results were FEN1 inh 13.0% and TDP1 block 1.0%.
Screening O=C(CCOc1ccccc1)Nc1ccnn1C1CCN(C(=O)CCC(F)(F)F)CC1 returned FEN1 inh -14.5%, N370S GC -2.6% and TDP1 block 1.7%.
`COc1ccccc1NC(=O)CN(Cc1ccco1)C(=O)c1ccc(N2CCCC2=O)cc1` gave FEN1 inh 5.0% and TDP1 block 0.1%.
For Cc1onc(-c2ccccc2Cl)c1C(=O)N1C=CC(C(F)(F)Cl)=NCC1 the results were FEN1 inh -15.5%, N370S GC -15.0% and TDP1 block -6.7%.
Screening Nc1nccnc1C(=O)OCC(=O)Nc1ccc2[nH]c(=O)[nH]c2c1 returned FEN1 inh inconclusive, N370S GC -7.7% and TDP1 block -13.3%[0.505 µM].
Screening Cc1nnc(NC(=O)c2sc3ccccc3c2Cl)s1 returned FEN1 inh 1.6%, N370S GC -2.5% and TDP1 block 4.0%.
Screening Cc1cccc(CCNC(=O)c2nc(-c3ccc(Cl)cc3)n3c2CCCCC3)c1 returned FEN1 inh -12.9% and TDP1 block 11.2%.
`Cc1c(CCNC(=O)Cc2ccc(F)cc2)sc2nc(-c3ccc(F)cc3)nn12` gave FEN1 inh -14.0% and TDP1 block -2.6%.
Screening Cc1ccc(NC(=O)CSc2ncnc3c2sc2ccccc23)cc1C returned FEN1 inh 5.1% and TDP1 block 2.6%.
CC(C)C[C@@H](CC(=O)N[C@@H](CCC(=O)O)CC(=O)O)NC(=O)[C@@H]1CCCC[C@H]1NC(=O)C[C@@H](NC(=O)C[C@H](Cc1ccccc1)NC(=O)[C@@H]1CNCC[C@H]1N)C(C)C was read as N370S GC 2.0% and TDP1 block 2.5%.
For Cc1cc(F)ccc1S(=O)(=O)Nc1ccccc1C(=O)Nc1ncn[nH]1 the results were FEN1 inh -4.3%, N370S GC 9.0%[2.35 µM] and TDP1 block -1.0%.
`COc1cc(C2=CN(Cc3ccccc3)CCC2=O)cc(OC)c1OC` gave FEN1 inh -5.7% and TDP1 block 1.4%.
`COC(=O)C(Cc1c[nH]c2ccccc12)NC(=O)C(=O)c1c[nH]c2ccccc12` (stereo not drawn) gave FEN1 inh -23.5%, N370S GC -1.7% and TDP1 block 8.0%.
Screening O=C(O)C1CCN(C(=O)c2csc(-c3ccc4c(c3)CCO4)n2)CC1 returned FEN1 inh 0.2%, N370S GC 4.7% and TDP1 block 0.0%.
`COc1cc(C2c3c([nH]c(=O)[nH]c3=O)Nc3ccc4ccccc4c32)ccc1O` (stereo not drawn) gave FEN1 inh inconclusive, N370S GC -8.7% and TDP1 block -9.2%.
Screening Cc1ccc(/C=C2\SC(N)=NC2=O)s1 returned FEN1 inh -2.7%, N370S GC -2.4% and TDP1 block 2.7%.
Screening C/C(Cn1nnc2ccccc21)=N\OC(=O)c1ccccc1C returned FEN1 inh 0.3%, N370S GC -2.3% and TDP1 block 2.6%.
`COC(=O)c1ccc(NC(=O)C2CCN(c3ncnc4c3nc3n4CCCCC3)CC2)cc1` gave FEN1 inh -1.9% and TDP1 block 7.5%.
`O=C(CCc1nc2ccccc2c(=O)[nH]1)N1CCN(C/C=C/c2ccccc2)CC1` gave FEN1 inh -0.6%, N370S GC 8.9% and TDP1 block -3.1%.
Screening COc1cccc2c1CCC1CC(=O)CC[C@@]21C (stereo partly drawn) returned N370S GC 6.4% and TDP1 block 4.2%[56.1 µM].
Screening CCOC(=O)C1=NNC(C(=O)c2ccc(Cl)cc2)C1c1ccccc1 (stereo not drawn) returned FEN1 inh -6.6%, N370S GC 1.9% and TDP1 block 3.5%.
For CCc1ccc(N(CC)C(=O)Cn2cnc3sc(C)c(S(=O)(=O)N4CCN(c5ncccn5)CC4)c3c2=O)cc1 the results were FEN1 inh 3.1% and TDP1 block -2.7%.
O=C1COc2ccc(C(=O)COC(=O)CCSc3ccccc3)cc2N1 was read as FEN1 inh -1.8% and N370S GC -4.8%.
Screening O=C(CC1C(=O)Nc2ccccc2N1CC(=O)N1CCCC1)Nc1ccc(Br)cc1 (stereo not drawn) returned FEN1 inh 1.6% and TDP1 block 1.6%.
For CCCCOc1nc(N2CCOCC2)nc(C)c1[N+](=O)[O-] the results were FEN1 inh -6.5%, N370S GC -13.6% and TDP1 block 2.7%.
For O=C1OC(Nc2nc3ccccc3s2)c2ccccc21 (stereo not drawn) the results were FEN1 inh 0.6%, N370S GC -0.9% and TDP1 block 3.9%.
Screening Cc1cc(C)cc(N(CC(=O)Nc2ccc(-c3nc4ccc(C)cc4s3)cc2)S(C)(=O)=O)c1 returned FEN1 inh -15.0%, N370S GC 7.4% and TDP1 block 5.8%.
O=C(CC(c1cccs1)N1Cc2ccccc2C1=O)Nc1ccc(F)cc1F (stereo not drawn) was read as FEN1 inh -20.1% and TDP1 block 2.8%.
`COc1ccccc1N(C)S(=O)(=O)c1ccc(C(=O)OCC(=O)NCCC2=CCCCC2)cc1` gave FEN1 inh -7.9%, N370S GC 4.5% and TDP1 block -0.6%.
Screening COc1ccccc1CNC(=O)CCNC(=O)Cn1cnc2ccccc2c1=O returned FEN1 inh 5.8%, N370S GC 16.1% and TDP1 block 2.9%.
Screening CN1C(=O)C(CC(=O)Nc2ccc(F)cc2)N(NC(=O)c2cccc(F)c2)C1=S (stereo not drawn) returned FEN1 inh -2.1%, N370S GC 7.3% and TDP1 block 3.7%.
`O=C(CN1CCOc2ccccc21)NCc1ccco1` gave FEN1 inh 0.7%, N370S GC 8.7% and TDP1 block -2.5%.
`CCOc1ccc2nc(NC(=O)CS(=O)(=O)c3ccc(C)cc3)sc2c1` gave FEN1 inh -11.8%, N370S GC 1.9% and TDP1 block 7.6%.
For CCOc1ncccc1C(=O)OCC(=O)Nc1ccc(S(=O)(=O)N2CCCC2)cc1 the results were FEN1 inh 3.3% and TDP1 block 1.1%.
`CSCCOC(=O)C1=C(C)NC(=O)NC1c1ccc2c(c1)OCO2` (stereo not drawn) gave FEN1 inh 23.3% and N370S GC -8.2%.
COc1ccc(N(CC(=O)NC2CCCC2)C(=O)c2ccc(N3CCCCC3)nc2)cc1 was read as FEN1 inh -10.8%, N370S GC -1.9% and TDP1 block 1.0%.
Screening CC1CCN(Cc2nnnn2CCCC(=O)N(C)C(C)c2ccccn2)CC1 (stereo not drawn) returned FEN1 inh 13.6%, N370S GC 5.2% and TDP1 block 4.1%.
For CCn1nc(C)c(CN2CCC(C(=O)Nc3cccc(-c4cccc(Cl)c4)c3)CC2)c1C the results were FEN1 inh 4.6%, N370S GC inconclusive and TDP1 block 4.5%.
`Fc1ccccc1-c1nc2ccccc2[nH]1` gave FEN1 inh 2.2%, N370S GC 14.4% and TDP1 block 6.2%.
CCC(C)N1CC(=O)N2Cc3[nH]c4ccccc4c3C[C@H]2C1=O (stereo partly drawn) was read as FEN1 inh 1.4% and N370S GC 0.5%.
Screening CCN(CC)CCN(C(=O)/C=C/c1cccs1)c1nc2ccc(C)cc2s1 returned FEN1 inh 11.9%, N370S GC -16.7% and TDP1 block 4.3%.

Six successive entries from above, quoted:
For O=C(c1ccc(S(=O)(=O)Nc2cccc(C(F)(F)F)c2)cc1)N1CCN(c2ccccc2O)CC1 the results were FEN1 inh -16.3%, N370S GC -25.1% and TDP1 block 4.4%.
O=C(OCCN1C(=O)c2ccccc2C1=O)c1cccs1 was read as FEN1 inh -15.1%, N370S GC -13.9% and TDP1 block -2.0%.
For CCCn1c(SCN2C(=O)c3ccccc3C2=O)nc2cc(Cl)ccc2c1=O the results were FEN1 inh 1.2%, N370S GC 4.2% and TDP1 block 2.7%.
Screening CCCCc1ccc(NC(=O)N[C@H](C(=O)O)C(C)CC)cc1 (stereo partly drawn) returned FEN1 inh -0.9%, N370S GC -4.2% and TDP1 block 3.4%.
For COc1ccc(OC)c(NC(=O)COC(=O)c2ccc(OC)c(S(=O)(=O)N3CCOCC3)c2)c1 the results were FEN1 inh 13.0% and TDP1 block 1.0%.
Screening O=C(CCOc1ccccc1)Nc1ccnn1C1CCN(C(=O)CCC(F)(F)F)CC1 returned FEN1 inh -14.5%, N370S GC -2.6% and TDP1 block 1.7%.

Following part:
`CC(C(=O)N(C)CC(=O)Nc1ccccc1C(F)(F)F)N1C(=O)c2ccccc2C1=O` (stereo not drawn) gave FEN1 inh 5.6% and TDP1 block 0.9%.
Screening COc1ccc(/C=N/NC(=O)CSc2ccccc2)cc1OC returned FEN1 inh -1.3%, N370S GC -1.5% and TDP1 block 5.1%.
O=C(c1ccc2c(c1)OCCO2)N1CCCC(CNS(=O)(=O)c2cccs2)C1 (stereo not drawn) was read as FEN1 inh -12.8%, N370S GC 4.3% and TDP1 block 3.6%.
Cc1cc(C)cc(COn2ccnc2)c1 was read as FEN1 inh -7.1%, N370S GC -4.9% and TDP1 block 0.0%.
Screening O=C(Nc1cc([N+](=O)[O-])ccc1O)c1cccc(C(=O)Nc2cc([N+](=O)[O-])ccc2O)c1 returned FEN1 inh inconclusive and N370S GC 0.3%.
COc1cc(NC(=O)c2ccc(C)cc2C)ccc1NC(=O)c1cc2ccccc2o1 was read as FEN1 inh -1.5% and N370S GC -1.4%.
Cc1cc(NC(=O)CSCC(=O)N(C)Cc2ccc(Cl)c(Cl)c2)no1 was read as FEN1 inh 12.3%, N370S GC -3.6% and TDP1 block 3.4%.
Cc1cccc(C)c1Nc1nnc(SCC(=O)NCc2ccco2)s1 was read as FEN1 inh 4.2%, N370S GC 2.4% and TDP1 block 8.3%.
Screening COc1ccc(C2=NN(C(=O)CCC(=O)O)C(c3ccc([N+](=O)[O-])cc3)C2)cc1 (stereo not drawn) returned FEN1 inh 2.5%, N370S GC -2.3% and TDP1 block 5.8%.
`CC(C(=O)O)N1C(=O)c2cccc3cccc1c23` (stereo not drawn) gave FEN1 inh -3.0%, N370S GC 1.6% and TDP1 block 5.4%.
COCCNc1ncnc2ccc(-c3ccccc3CN(C)C)cc12 was read as N370S GC 2.3% and TDP1 block -6.9%[56.1 µM].
`Cc1ccc(S(=O)(=O)NC2CCCCCCC2)cc1` gave FEN1 inh 12.2%, N370S GC -7.3% and TDP1 block -4.5%.
Screening C[C@@H]1C=C(C(=O)NCc2ccccc2)O[C@H](OCc2ccc(CO)cc2)C1 returned FEN1 inh -2.7%, N370S GC -3.4% and TDP1 block 7.7%.
Screening CCOc1ccc(-n2cccc2C=O)cc1 returned FEN1 inh 0.1%, N370S GC 10.5% and TDP1 block 0.6%.
`O=c1onc(-c2ccc(Cl)cc2Cl)n1-c1cccnc1` gave FEN1 inh 6.7%, N370S GC -6.8% and TDP1 block 0.0%.
For Cc1cnc(-c2nnc(N(C)C(=O)C3CCCO3)s2)cn1 (stereo not drawn) the results were FEN1 inh -1.9%, N370S GC 6.1% and TDP1 block 3.0%.
For CCCCN(C(=O)CCC(=O)Nc1cc(C)on1)C(C(=O)NC1CCCC1)c1ccc(OC)cc1 (stereo not drawn) the results were FEN1 inh 2.3%, N370S GC -7.1% and TDP1 block -0.2%.
Screening Cc1nc2ccc(NC(=O)CCS(=O)(=O)c3ccc(Cl)cc3)cc2s1 returned FEN1 inh -0.6%, N370S GC 26.4% and TDP1 block 4.5%.
Screening O=C(CSc1nnc(-c2cccnc2)o1)Nc1ccccc1F returned FEN1 inh -1.3%, N370S GC -1.2% and TDP1 block -1.9%.
Screening CCOC(=O)C(=CNc1ccccc1Cl)C(=O)OCC returned FEN1 inh 4.2% and N370S GC 10.9%.
N#Cc1ccc(CS(=O)(=O)c2nc3ccccc3s2)cc1 was read as N370S GC 0.0% and TDP1 block 7.5%.
`Cc1ccc(Nc2nc3ccccc3s2)c(C)c1` gave FEN1 inh -6.9%, N370S GC 8.6% and TDP1 block 2.7%.

From PubChem
